Assay outcomes as filed in PubChem.
ADAM10 inh = inhibitors of human ADAM10 | O14672 | recombinant ADAM10, EDANS/DABCYL FRET peptide cleavage, 3 h | inhibition, % at 7 µM | actives 0.62% (n = 370,000) | AID 720582;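 active = inhibition above a per-campaign cutoff equal to the mean of compounds falling between control-based bounds plus 3 SD, cut at about 20% in these data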;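 also: 0% = DMSO wells while the 100% control is not disclosed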
PLCg1 inh = blocks human PLC-gamma1 enzyme activity; purified PLC-gamma1, fluorogenic substrate, fluorescence; inhibition, % at 12.2 µM; actives 0.84% (n = 370,000); in the data active = inhibition above about 9.5%
Tn7 DDE FP = inhibitors of Tn7 peptide binding to human fibrin DD(E); FP displacement of FITC-Tn7 peptide from fibrin DD(E); 0% = median of compound wells per plate; inhibition, % at 8.3 µM; actives 0.13% (n = 370,000); AID 720508;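 active = inhibition above the mean of compounds falling within the control limits plus 3 SD of them, cut at about 14% in these data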;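 also: 0% = plate median of compound wells and 100% = 10 µM Aha-Tn7 peptide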
Target sequence (P02675 whole entry, looked up): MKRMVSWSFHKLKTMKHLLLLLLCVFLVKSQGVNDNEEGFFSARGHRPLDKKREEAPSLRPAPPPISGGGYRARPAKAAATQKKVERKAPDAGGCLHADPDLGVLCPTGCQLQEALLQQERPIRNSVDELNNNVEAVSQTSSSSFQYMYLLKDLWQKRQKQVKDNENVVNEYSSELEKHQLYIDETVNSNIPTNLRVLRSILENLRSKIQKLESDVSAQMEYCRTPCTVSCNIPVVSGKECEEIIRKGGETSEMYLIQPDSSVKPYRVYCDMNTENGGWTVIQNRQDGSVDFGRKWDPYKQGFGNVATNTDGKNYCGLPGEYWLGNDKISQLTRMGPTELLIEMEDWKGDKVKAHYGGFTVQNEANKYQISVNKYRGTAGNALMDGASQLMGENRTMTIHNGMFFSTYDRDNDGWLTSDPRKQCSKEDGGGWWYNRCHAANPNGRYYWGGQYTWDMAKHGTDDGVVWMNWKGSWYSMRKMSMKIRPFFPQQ
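Assay system: human fibrin DD(E) protein / Input: 2 µM fibrin DD(E) / Benchmarks: high control of 10 µM Aha-Tn7 peptide / Measured by: fluorescence polarization of the labelled Tn7 tracer / Medium: Tris buffer with calcium and detergent, pH 7.8 / Timing: 10 min compound pre-incubation, 3 h probe incubation at room temperature / Repeats: one replicate per compound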
ASAP1 inh = inhibitors of human ASAP1 ArfGAP activity. actives 0.19% (n = 360,000). ASAP1-stimulated ARF1 GTP hydrolysis, GDP FP detection. AID 624377. inhibition, % at 16.5 µM; in the data active = inhibition above about 25%;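 also: 0% = vehicle with enzyme and substrate and 100% = no enzyme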
Target sequence (Q9ULH1 325-724 limits assumed): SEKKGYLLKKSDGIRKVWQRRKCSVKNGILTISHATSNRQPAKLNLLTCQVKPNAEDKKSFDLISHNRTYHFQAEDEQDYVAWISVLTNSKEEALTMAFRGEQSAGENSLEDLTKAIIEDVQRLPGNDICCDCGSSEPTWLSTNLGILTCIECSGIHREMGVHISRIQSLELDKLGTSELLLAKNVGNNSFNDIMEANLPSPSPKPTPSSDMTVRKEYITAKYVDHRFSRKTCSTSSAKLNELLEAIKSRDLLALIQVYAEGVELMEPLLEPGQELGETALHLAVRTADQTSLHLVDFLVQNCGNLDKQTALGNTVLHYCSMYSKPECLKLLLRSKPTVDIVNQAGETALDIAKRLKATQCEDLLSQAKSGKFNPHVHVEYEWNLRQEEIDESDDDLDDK
Tn6 DDE FP = inhibitors of Tn6 peptide binding to human fibrin DD(E); Fibrin DD(E) TRITC-Tn6 fluorescence polarization displacement; inhibition, % at 8.3 µM; actives 0.21% (n = 370,000); AID 720509;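 active = inhibition above a per-campaign cutoff: mean of compounds within control limits plus 3 SD, cut at about 15% in these data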;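 also: 0% = median of all compound wells on the plate and 100% = blocking peptide control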
LEDGF integ inh = blocks HIV-1 LEDGF/p75-dependent DNA integration; TR-FRET IN-LEDGF/p75 DNA integration, Eu/Cy5; inhibition, % at 3.7 µM; AID 743269; actives 0.64% (n = 370,000);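 active = inhibition above the screen-wide mean plus 3 SD, cut at about 13% in these data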;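 also: signal is the Cy5 over europium emission ratio at 671 and 618 nm; 0% = plate median of compound wells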
TDP2 inh = blocks human TDP2 phosphodiesterase activity | O95551 | actives 0.34% (n = 370,000) | recombinant TDP2, T5PNP hydrolysis, p-nitrophenol absorbance 415 nm | inhibition, % at 12.8 µM | AID 720702;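 active = inhibition above the mean of all tested compounds plus 3 SD, set per campaign, cut at about 25% in these data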;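 also: 0% = DMSO with enzyme and 100% = buffer with substrate but no TDP2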
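Evaluation: % inhibition relative to enzyme-containing and enzyme-free wells. Material: recombinant human TDP2. Benchmarks: enzyme-free and DMSO wells. Timing: enzyme reaction with compound for 2 h at 37 °C. Compound dosing: 12.8 µM only. Measured by: p-Nitrophenol epi absorbance. Reagent: T5PNP substrate at 5 mM, a TopII-DNA adduct mimic. Replication: single well per compound.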
ARFGAP1 inh = inhibitors of rat ARFGAP1; actives 0.26% (n = 360,000); AID 651572; inhibition, % at 16.5 µM; Arfgap1-stimulated ARF1 GTP hydrolysis, GDP FP detection; Q62848;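 active = inhibition above a per-plate limit, mean inhibition of low control wells plus 3 SD, cut at about 25% in these data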;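 also: 0% = DMSO wells with enzyme and 100% = wells lacking Arfgap1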
Target sequence (Q62848 1-136 limits assumed): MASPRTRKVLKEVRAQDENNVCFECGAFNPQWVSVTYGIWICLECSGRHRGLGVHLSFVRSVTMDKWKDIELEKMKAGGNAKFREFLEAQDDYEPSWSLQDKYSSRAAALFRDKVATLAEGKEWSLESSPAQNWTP
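System: truncated rat Arfgap1 GAP domain / Medium: HEPES-based buffer, pH 7.5 / Also added: N-terminally truncated human ARF1-GTP substrate / Incubation: enzyme reaction 120 min at 25 °C after 20 min preincubation / Measured by: FP of antibody-bound GDP Alexa 633 tracer, ex 620/em 688 nm / Replicates: singlicate, each compound tested once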
proKLK7 act = activates the human kallikrein-7 zymogen. P49862. purified proKLK7, EDANS-DABCYL substrate fluorescence; 100% is mature enzyme control, 0% vehicle. activation, % at 7 µM. actives 0.9% (n = 370,000). AID 652039;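 active = activation above the mean of all tested compounds plus 3 SD, computed per campaign excluding outliers beyond control limits, cut at about 13% in these data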
ADAM17 inh = inhibitors of human ADAM17 | P78536 | recombinant ADAM17, EDANS/DABCYL FRET peptide cleavage | inhibition, % at 6.95 µM | actives 0.83% (n = 370,000);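 active = inhibition above the mean of compounds lying between control limits plus 3 SD, set per campaign, cut at about 8.5% in these data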;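 also: 0% = DMSO-only wells as the low control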
* = called active by the depositor; i = inactive; · = no result given; & = joins results of further samples.

LEDGF integ inh	proKLK7 act	Tn7 DDE FP	Tn6 DDE FP	ADAM17 inh	PLCg1 inh	ARFGAP1 inh	ADAM10 inh	ASAP1 inh	TDP2 inh	SMILES
-3	0.3	1	-3	-5	-1	-17	-2	-3	12	CCC1(C)Cc2c(sc3c2c(=O)n(C)c2nnc(SCc4ccccc4)n32)CO1 (centres undefined)
1	0.1	2	7	0	-2	9	-5	-3	3	COCc1ccc(C(=O)NC2CC(C)(C)Cc3c2cnn3-c2ccc(OC)cc2)o1 (centres undefined)
1	1.1	1	-2	2	0	7	-11	-4	1	Cn1c(C(=O)OC(C(=O)NCc2ccco2)c2ccncc2)cc2sccc21 (centres undefined)
0	0.0	3	4	3	2	-7	14	-10	-4	Cc1cc(C)n(CC(=O)N/N=C/c2c[nH]c3ccccc23)n1
1	0.1	0	-2	-1	-10	2	-4	7	-5	COc1ccc(S(=O)(=O)Nc2cccc3c2O[C@H](CN(C)C(=O)Nc2ccc4c(c2)OCO4)[C@@H](C)CN([C@H](C)CO)C3=O)cc1
-10	-0.5	-3	-4	-2	-3	17	-17	17	-5	COc1cc(OC)cc(C(=O)Nc2ccc(N3CCOCC3)cc2N2CCOCC2)c1
-4	0.9	6	-1	1	1	-19	5	-2	-16	CC(=O)c1ccc(Sc2ccccn2)c([N+](=O)[O-])c1
2	-0.8	10	9	-2	4	-1	-10	3	6	C[C@H]1O[C@H](O[C@H]2[C@H](O[C@@H]3CC[C@@]4(C)C(CC[C@]5(C)C4CC=C4[C@@H]6CC(C)(C)CC[C@]6(C(=O)O[C@@H]6O[C@H](CO)[C@@H](O)[C@H](O)[C@H]6O)CC[C@]45C)C3(C)C)O[C@H](C(=O)O)[C@@H](O)[C@@H]2O)[C@@H](O)[C@@H](O)[C@@H]1O (some centres undefined)
1	0.1	3	8	-8	1	-2	-18	6	0	COc1cc(C(=O)c2ccccc2C(=O)O)c(OC)c2c1CCCC2
-5	1.8	2	-7	-7	-54	14	7	6	-6	NC(=S)N/N=C/c1ccccc1OC(=O)/C=C/c1ccccc1
0	0.4	-4	-5	2	2	8	7	-8	-2	COc1ccc(-c2cc(C)no2)cc1S(=O)(=O)NCc1ccc(OC(C)C)cc1
-2	0.0	0	-2	-3	0	12	-4	9	2	CN(Cc1ccccc1)C(=O)c1csc([C@H]2C[C@H](O)[C@@H](CO)O2)n1
-2	-0.3	3	1	-2	-1	-3	4	4	-3	CCOC(=O)CNC(=O)N1CCCC(CCC(=O)NCc2ccc(F)c(F)c2)C1 (centres undefined)
1	-0.1	-9	3	0	0	2	9	-10	-2	COC(=O)[C@]12C[C@H](CC(=O)NCCC(C)C)C(=O)N(Cc3ccccc3)C1=C[C@H](C(C)(C)C)O[C@@H]2C
1	0.3	1	0	2	5	-9	6	-2	-1	CC1CCc2cc(F)ccc2N1C(=O)c1cnc2sccn2c1=O (centres undefined)
-1	-0.3	6	0	-7	0	4	-4	-2	-2	Cc1cc(C)cc(NC(=S)/C(=C(\[O-])c2ccc(Cl)cc2Cl)[n+]2ccccc2)c1
1	-0.4	5	5	-3	-1	-9	2	1	14	COc1ccc(C2C(C(=O)Nc3cc(C)on3)c3ccccc3C(=O)N2C)cc1 (centres undefined)
-4	39*	-11	1	i	i	5	i	5	9	Nc1ccc(-c2nc3ncccc3o2)cc1
3	0.4	-3	2	-1	-3	-4	12	8	-3	COc1ccc(NC(=O)Cc2c(C(=O)O)n(C)c3ccccc23)cc1OC
-4	0.4	-5	5	-1	1	-2	-3	6	7	NS(=O)(=O)c1ccc(NC(=O)c2cccc3ccccc23)cc1
-3	0.1	4	1	-2	-2	-1	2	-20	2	CC(C)NC(=O)NC(=O)CSc1nnc(-c2ccccc2F)n1N
2	-0.1	-3	5	-1	-2	8	-2	-19	10	COc1ccc(C)cc1S(=O)(=O)N(C)CC(=O)NCc1ccccn1
0	1.9	2	-1	-2	-4	-11	-13	-1	9	COC(=O)C1=C(C)N(c2ccc(F)cc2)C(=O)C1
-3	0.5	-1	-2	-2	4	-5	-1	-2	9	O=C(OC1CC2CC1[C@H]1CCCCN1C2=O)N1CCN(S(=O)(=O)c2ccccc2)CC1 (some centres undefined)
-1	0.3	3	7	-1	3	-5	10	-2	-9	CC(=O)Nc1ccc(NC(=O)Cn2nc(C(=O)Nc3ccc(C)cc3)ccc2=O)cc1
5	0.5	1	0	0	1	-16	6	2	0	NC(=O)C1CCN(c2ccc(C(F)(F)F)cc2[N+](=O)[O-])CC1
-1	0.4	-4	5	-2	1	12	-4	12	8	COc1cccc(CN2CCN(Cc3ccc(C#CC(C)(C)O)s3)CC2CCO)c1 (centres undefined)
2	0.4	-4	-5	1	4	7	4	4	-8	CC(NC(=O)C12CC3CC(CC(C3)C1)C2)C(=O)NCCN(C)C (centres undefined)
-3	·	2	-1	-4	-6	·	-8	·	4	O=C1C(=O)N(Cc2ccc(-c3ccc(Cl)nc3)cc2)c2ccc(OC(F)(F)F)cc21
0	0.0	4	1	-1	2	2	2	-2	8	O=C(NCc1cc(Cl)cc(Cl)c1)c1ccc2nc(COCCO)[nH]c2c1

Complete entries, quoted from the list. Screens in order: LEDGF integ inh | proKLK7 act | Tn7 DDE FP | Tn6 DDE FP | ADAM17 inh | PLCg1 inh | ARFGAP1 inh | ADAM10 inh | ASAP1 inh | TDP2 inh
COc1ccc(C)cc1S(=O)(=O)N(C)CC(=O)NCc1ccccn1 is listed with 2 | -0.1 | -3 | 5 | -1 | -2 | 8 | -2 | -19 | 10
COc1cc(C(=O)c2ccccc2C(=O)O)c(OC)c2c1CCCC2 is listed with 1 | 0.1 | 3 | 8 | -8 | 1 | -2 | -18 | 6 | 0
COC(=O)C1=C(C)N(c2ccc(F)cc2)C(=O)C1 is listed with 0 | 1.9 | 2 | -1 | -2 | -4 | -11 | -13 | -1 | 9
Nc1ccc(-c2nc3ncccc3o2)cc1 is listed with -4 | 39* | -11 | 1 | i | i | 5 | i | 5 | 9

Later entries.
LEDGF integ inh	proKLK7 act	Tn7 DDE FP	Tn6 DDE FP	ADAM17 inh	PLCg1 inh	ARFGAP1 inh	ADAM10 inh	ASAP1 inh	TDP2 inh	SMILES
0	0.4	-2	-4	0	2	-4	3	8	5	CC(C(=O)NCc1ccco1)n1nc(-c2ccccc2)c2cc(Cl)ccc21 (centres undefined)
-4	-0.5	4	0	3	1	-12	-2	3	0	CCOC(=O)CNC(=O)CN1CCC(c2nc3ccccc3[nH]2)CC1
2	0.3	4	5	-3	-86	1	-9	9	6	COc1ccc(OC)c2c1cc(C(=O)N[C@H](C(=O)N1CCC[C@H]1C(=O)O)C(C)C)n2C
4	0.2	0	5	0	-2	3	6	-3	-12	COc1ccc(C(=O)Nc2ccccc2C(=O)NCCCn2ccnc2)cc1
7	0.4	-3	-13	-1	1	-2	2	0	8	CC(C)c1cc(CNC(=O)C2CCC(=O)N(Cc3ccccc3F)C2)on1 (centres undefined)
1	0.3	-6	-1	6	-3	-1	4	6	-10	COc1cc(NS(=O)(=O)c2cc(NC(C)=O)ccc2OC)c(OC)cc1NC(=O)c1ccccc1
6	0.0	-3	8	0	4	-5	4	5	-3	Cn1cc(CN2CCCC(CO)(Cc3ccccc3)C2)cn1 (centres undefined)
2	-0.6	-4	-5	1	2	6	3	2	-12	CC1(C)C[C@@H]1C(=O)N/C(=C\CCCCSC[C@H](N)C(=O)O)C(=O)O
3&0	0.3&0.5	-7&9	-7&-2	-1&-4	0&4	10	-7&-16	1	1&-9	Cc1cc(C)c2nc(NC(=O)c3cccc(S(=O)(=O)N4CCc5ccccc54)c3)sc2c1
-1	0.1	2	3	2	0	·	2	·	4	COc1cccc(O[C@H]2C=C[C@@H](c3ccccc3)O[C@@H]2CO)c1
-5	-0.5	6	0	-5	-7	-1	12	4	1	CCOc1ccc(S(=O)(=O)N2CN3CCN(C3)C2)cc1
1	-0.5	1	-2	0	3	-7	3	-8	11	CCCC(=O)N(c1ccc2oc(C)c(C(C)=O)c2c1)S(=O)(=O)c1ccc(C(=O)O)cc1
-1	0.3	-13	11	-2	1	3	1	6	12	CSCCC(N=C(NS(=O)(=O)c1ccc(C)cc1)c1ccccc1)C(=O)O (centres undefined)
1	-0.1	8	10	2	0	0	15	6	2	Cc1ccc(SCCC(=O)NCCSCc2ccccc2C)cc1
1	-0.4	4	4	-11	-12	-7	-34	13	9	COc1ccc(-c2coc3cc4oc(=O)cc(C)c4cc23)cc1F
13	0.4	-1	0	2	-4	-16	-6	-14	-6	CC1(C)CC(=O)C(C(C2=C(O)CC(C)(C)CC2=O)c2ccco2)C(=O)C1 (centres undefined)
2	-0.7	-6	-9	-2	2	-3	-1	3	1	CC(=O)Nc1cccc(NC(=O)C2CCCN2C(=O)Nc2ccc(Cl)cc2)c1 (centres undefined)
-2	-0.6	2	-7	0	3	4	-12	-6	-1	COc1cc(Br)c(CN2C(=O)NC3(CCCCCC3)C2=O)cc1OC
-2	1.2	-4	8	-1	-24	10	-14	8	7	CCc1nc(N2CCN(C(C)=O)CC2)c2c3c(sc2n1)CCCC3
-4	0.8	8	-1	-3	2	0	-18	1	16	COCCN(C(=O)CSc1nnc(-c2ccco2)n1C)c1c(N)n(CC(C)C)c(=O)[nH]c1=O
0	-0.5	-1	-2	-1	0	16	2	0	-3	Cc1ccc(N2CC(NS(=O)(=O)c3cccs3)CC2=O)cc1 (centres undefined)
-5	-0.6	1	5	-5	0	-4	-13	2	-2	CCc1nn(CC(=O)N2CCN(CC)CC2)c(=O)c2cccn12
2	-0.2	-4	-11	-2	-3	13	-2	-18	-2	CCN(CC)c1ccc(/C=N/N2CCN(c3ccccc3OC)CC2)cc1
3	0.0	-6	-4	-1	-4	-11	-6	15	1	Fc1cccc(NC(=S)NCc2ccccn2)c1
-2	-0.2	2	-1	0	1	3	6	7	3	Cc1cccc(NC(=O)C(=O)NCCCN2CCOCC2)c1
0	-0.2	7	7	-1	2	8	5	6	-2	COc1ccc(-c2nc(CS(=O)(=O)CC(=O)NCc3ccc4c(c3)OCO4)c(C)o2)cc1
4	0.6	-8	3	0	2	10	-4	-5	10	CCCn1c(N)c(N(CCOC)C(=O)c2cc3c(s2)CCCCC3)c(=O)[nH]c1=O
-5	-0.6	7	4	-4	0	12	2	0	-4	Cc1nc(NC(=O)CN(C)S(=O)(=O)c2ccc(Cl)cc2)sc1C
3	-0.1	3	-5	-4	-2	10	-3	-8	13	CC(C)NS(=O)(=O)c1ccc(OCC(=O)NCc2cccnc2)cc1
